Screening data (PubChem BioAssay)
Plk1 PBD FP: inhibitors of human Plk1 polo box domain binding; inhibition, %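 (tested at about 20 µM)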; 97,000 tested, 0.13% active; Plk1 PBD phosphopeptide binding, fluorescence polarization; in the data active means inhibition above about 34%, passing the limit was not always enough
MT1-MMP txn act: activates MT1-MMP transcription; HT1080 MT1-MMP promoter luciferase reporter, luminescence, overnight; hits give high values; 86,000 tested, 0.16% active; activation factor at 10 µM;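 active means activation factor of at least 2 for MT1-MMP transcription at 10 µM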
Rev-RRE block: inhibitors of HIV-1 Rev-RRE RNA interaction; inhibition, % at 8 µM; 97,000 tested, 0.79% active; Rev peptide-RRE RNA binding, FRET; AID 704; P05866;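 active means inhibition above the screen-wide mean plus 3 SD, cut at about 35% in these data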;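 further: 0% = median DMSO wells and 100% = median Neomycin B control wells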
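Test system: Cy5-tagged RRE RNA duplex with fluorescein-tagged Rev peptide | Read-out: % inhibition of FRET ratio versus controls | Probe or stimulus: Labelled Rev peptide | Incubation: 5 min RNA-compound premix plus 15 min binding step, 25 °C | Technique: FRET fluorescence readout | Benchmarks: DMSO low control, neomycin B high control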
S1P2 agonist: S1P2 (human) receptor agonism; O95136; AID 729; S1P2-expressing cell line, agonist reporter read-out; activation, % at 4.5 µM; 97,000 tested, 0.46% active; in the data active means activation above about 16%;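 further: 0% = vehicle low control and 100% = maximal reference agonist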
S1P2 antag: blocks the human S1P2 receptor. O95136. cell-based S1P2 antagonist assay, inhibition at 5 uM. inhibition, % at 5 µM. 97,000 tested, 0.21% active. AID 736; in the data active means inhibition above about 45%;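 further: CRE beta-lactamase reporter cells expressing human S1P2 stimulated with S1P; 0% = agonist at EC80 alone and 100% = agonist plus reference antagonist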
FAK blocker: FAK (human) kinase inhibition; Q05397; biochemical FAK kinase activity assay; inhibition, %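 (tested at 7 µM)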; 97,000 tested, 0.84% active; in the data active means inhibition above about 19%;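 further: 0% = DMSO and 100% = reference compound high control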
Target sequence (Q05397 whole entry, looked up): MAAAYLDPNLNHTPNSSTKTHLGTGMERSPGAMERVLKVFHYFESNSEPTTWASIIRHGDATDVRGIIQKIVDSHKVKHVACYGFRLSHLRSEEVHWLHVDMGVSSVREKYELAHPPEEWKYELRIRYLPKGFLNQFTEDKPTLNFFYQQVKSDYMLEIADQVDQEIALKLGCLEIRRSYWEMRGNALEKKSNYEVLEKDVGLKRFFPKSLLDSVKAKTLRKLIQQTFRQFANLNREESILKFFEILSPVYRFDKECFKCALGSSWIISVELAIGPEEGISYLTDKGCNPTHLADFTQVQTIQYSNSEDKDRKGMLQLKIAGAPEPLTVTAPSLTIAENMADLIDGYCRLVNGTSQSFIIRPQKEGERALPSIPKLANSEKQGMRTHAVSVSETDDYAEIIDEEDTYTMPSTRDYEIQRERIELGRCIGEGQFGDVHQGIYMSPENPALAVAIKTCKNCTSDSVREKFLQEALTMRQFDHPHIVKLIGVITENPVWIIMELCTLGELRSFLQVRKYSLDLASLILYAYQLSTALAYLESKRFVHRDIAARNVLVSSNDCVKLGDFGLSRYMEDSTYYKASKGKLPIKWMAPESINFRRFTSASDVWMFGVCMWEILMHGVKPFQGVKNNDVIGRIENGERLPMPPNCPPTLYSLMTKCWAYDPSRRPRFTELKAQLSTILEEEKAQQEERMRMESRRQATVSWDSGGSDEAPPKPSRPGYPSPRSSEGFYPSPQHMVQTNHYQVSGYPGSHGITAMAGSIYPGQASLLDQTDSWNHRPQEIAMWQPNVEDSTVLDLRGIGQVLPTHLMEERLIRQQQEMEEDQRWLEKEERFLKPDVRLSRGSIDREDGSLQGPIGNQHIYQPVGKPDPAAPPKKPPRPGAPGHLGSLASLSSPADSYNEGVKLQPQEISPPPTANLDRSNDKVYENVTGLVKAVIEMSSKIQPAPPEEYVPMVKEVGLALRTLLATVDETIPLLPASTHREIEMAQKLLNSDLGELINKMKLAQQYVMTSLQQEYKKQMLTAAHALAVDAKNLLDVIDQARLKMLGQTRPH
EphB4 ephrin blk: blocks human EphB4 binding to ephrin-B2. P54760. EphB4 LBD / TNYL-RAW-Alexa532 peptide, fluorescence polarization. inhibition, % at 7 µM. 97,000 tested, 0.15% active;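 active means inhibition above the screen-wide mean inhibition plus 3 SD, cut at about 15% in these data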;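 further: 0% = DMSO wells and 100% = excess unlabeled TNYL-RAW peptide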
PLK1 kinase inh: blocks human PLK1 kinase activity | P53350 | recombinant PLK1 kinase, TR-FRET peptide phosphorylation | inhibition, % at 10 µM | 97,000 tested, 0.53% active | AID 619;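 active means inhibition of 50% or more in the single-concentration screen; inactive means inhibition below 50%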;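 further: 0% = DMSO max control and 100% = H-89 dihydrochloride min control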
PLAP activator: activates human placental alkaline phosphatase | P05187 | purified PLAP enzyme, luminescent substrate read-out; hits give high values | activation fold at 20 µM | 96,000 tested, 1.2% active; in the data active means activation fold above about 2
* = called active by the depositor; x = not tested or not shown.

SMILES | Plk1 PBD FP | MT1-MMP txn act | Rev-RRE block | S1P2 agonist | S1P2 antag | FAK blocker | EphB4 ephrin blk | PLK1 kinase inh | PLAP activator
CCOC(=O)N1CCN(C2=Nc3cccc4cccc2c34)CC1 | -18 | 0.9 | 34 | -3 | 19 | -1 | 5 | -3 | 1
CC(C)OCC(O)CN (stereo unspecified) | -15 | 1 | 6 | -6 | -5 | -6 | 1 | -4 | 0.9
COc1cccc(-c2cc(C(=O)Nc3nc4ccccc4s3)c3ccccc3n2)c1 | -37 | x | 7 | -1 | 23 | -3 | -3 | -11 | 1.1
Oc1ccc2ccccc2c1C=Nc1cc(C(F)(F)F)ccc1N1CCCC1 | -10 | x | 7 | -2 | 22 | 1 | -2 | -17 | 1
CCCN1C(=O)N(C)C(N(O)C(=O)NC)C1(C)C (stereo unspecified) | -11 | 1.1 | 4 | -3 | -19 | -2 | 2 | -6 | 0.9
COC(=O)c1cnn(-c2cc(Oc3cccc(C)c3)ncn2)c1N | -12 | x | 10 | -6 | -21 | -4 | 7 | -11 | 1.1
C/C(N)=C(/C#N)C(=O)CSc1ccc2c(c1)OCCO2 | 7 | 1.2 | 4 | -7 | 21 | -2 | 5 | -11 | 1.1
O=C(CSc1nnc(-c2cccs2)o1)N1CCCc2ccccc21 | 2 | 1.4 | 8 | -6 | -5 | 1 | -2 | -12 | 0.8
COc1ccc(Cl)cc1S(=O)(=O)NCc1cccnc1 | -29 | 1.2 | 7 | -3 | 1 | 1 | 4 | -13 | 1
O=C(c1cc(-c2ccc(Cl)c(Cl)c2)on1)N1CCN(c2ccccc2)CC1 | 0 | 1.1 | 7 | 0 | 4 | 0 | 5 | -11 | 0.9
CCOC(=O)CCn1c(=O)c2c(nc(Br)n2Cc2ccccc2)n(C)c1=O | -11 | 1.2 | 3 | 0 | -8 | 0 | 2 | 5 | 1.7
Cc1cc(NC(=O)c2cc(CC(C)C)on2)n(-c2ccccc2)n1 | 2 | 1 | 3 | -8 | 12 | 1 | 7 | 6 | x

A run of entries from further up, for reference:
SMILES | Plk1 PBD FP | MT1-MMP txn act | Rev-RRE block | S1P2 agonist | S1P2 antag | FAK blocker | EphB4 ephrin blk | PLK1 kinase inh | PLAP activator
COC(=O)c1cnn(-c2cc(Oc3cccc(C)c3)ncn2)c1N | -12 | x | 10 | -6 | -21 | -4 | 7 | -11 | 1.1
C/C(N)=C(/C#N)C(=O)CSc1ccc2c(c1)OCCO2 | 7 | 1.2 | 4 | -7 | 21 | -2 | 5 | -11 | 1.1
O=C(CSc1nnc(-c2cccs2)o1)N1CCCc2ccccc21 | 2 | 1.4 | 8 | -6 | -5 | 1 | -2 | -12 | 0.8
COc1ccc(Cl)cc1S(=O)(=O)NCc1cccnc1 | -29 | 1.2 | 7 | -3 | 1 | 1 | 4 | -13 | 1
O=C(c1cc(-c2ccc(Cl)c(Cl)c2)on1)N1CCN(c2ccccc2)CC1 | 0 | 1.1 | 7 | 0 | 4 | 0 | 5 | -11 | 0.9
CCOC(=O)CCn1c(=O)c2c(nc(Br)n2Cc2ccccc2)n(C)c1=O | -11 | 1.2 | 3 | 0 | -8 | 0 | 2 | 5 | 1.7
Cc1cc(NC(=O)c2cc(CC(C)C)on2)n(-c2ccccc2)n1 | 2 | 1 | 3 | -8 | 12 | 1 | 7 | 6 | x

(next part)
SMILES | Plk1 PBD FP | MT1-MMP txn act | Rev-RRE block | S1P2 agonist | S1P2 antag | FAK blocker | EphB4 ephrin blk | PLK1 kinase inh | PLAP activator
O=C(CN1CCN(c2ccccn2)CC1)NC1CCCC1 | -12 | 1.1 | 2 | -3 | 18 | 4 | -4 | -18 | 1
CO/N=C/NC(=O)c1c(OC)ccnc1Oc1ccccc1 | 10 | x | 9 | -4 | 12 | -3 | -1 | -7 | 1
C/C(=N/NC(=O)c1cc(C(C)C)[nH]n1)c1cccs1 | 18 | 0.8 | 3 | 1 | 1 | 2 | -3 | -14 | 1.2
CC1(C)c2ssc(=S)c2-c2ccccc2N1C(=O)CSC1=NCCS1 | 13 | x | 0 | -4 | 12 | 3 | -4 | -4 | 1
CC1CCCCN1C(=O)Cn1nnc(-c2cccnc2)n1 (stereo unspecified) | 0 | 0.9 | 38* | -4 | -4 | 4 | 2 | -9 | x
CCn1c(SCC(=O)Nc2ccc3c(c2)OCO3)nc2c(c1=O)SC(C)C2 (stereo unspecified) | 10 | 1.1 | -1 | -1 | 19 | -3 | -2 | -11 | 0.9
COc1ccc(-c2nn[nH]n2)cc1OC | 9 | 0.9 | 10 | -4 | -4 | -1 | 4 | -6 | 0.9
O=C1CC(N(CCc2ccccc2)C(=S)Nc2cc(Cl)ccc2Cl)C(=O)N1c1c(Cl)cccc1Cl (stereo unspecified) | -1 | x | 16 | -7 | 8 | -8 | 4 | -2 | 1.1
CCCCNC(=O)CSc1cc(=O)n(C)c2ccccc12 | -19 | 1.2 | 3 | -8 | 21 | 2 | -2 | 0 | 0.8
CC1=CCC2C(=O)N(C(C)c3ccccc3)C(=O)C2C1 (stereo unspecified) | 2 | 1.1 | -2 | -4 | -14 | 3 | -3 | 6 | 1.2
CCOC(=O)C1=C(CC)Nc2ccccc2N=C1NC(=O)Cn1cnc2ccccc2c1=O | 10 | 1 | 4 | -3 | 8 | 2 | -3 | -7 | 1
CC1CCN(C(=O)CSc2nnc(CNC(=O)COc3ccc(Cl)cc3)o2)CC1 | -34 | x | 10 | -5 | -27 | -2 | 1 | -9 | 1.1
Cc1cc(OC(=O)c2cc(F)c(F)cc2Cl)nc(C)n1 | -48 | x | 10 | -2 | -5 | 5 | 0 | -3 | 1
CC(c1ccccc1)n1cc(C(=O)NCc2cccnc2)nn1 (stereo unspecified) | 7 | 1 | 4 | -10 | 6 | -1 | -5 | 0 | 0.9
C=C(C)C1CC=C(C)/C(=N/NC(=O)CNc2ccc(OCC)cc2)C1 (stereo unspecified) | -1 | x | -2 | 0 | -13 | -2 | -6 | -7 | 1.2
c1ccc(Cn2nnnc2C(c2cccnc2)N2CCN(C3CCCCC3)CC2)cc1 (stereo unspecified) | -23 | 1.1 | -1 | -2 | 22 | -4 | 3 | -12 | 1.6
COc1ccc(C(=O)/C=C(/C)N(C)C)cc1 | -3 | x | 3 | 15 | 6 | 0 | 4 | -9 | 0.8
O=C(O)c1ccccc1S(=O)(=O)NCC(O)COC1CCCCC1 (stereo unspecified) | -2 | 1.1 | 1 | -5 | -16 | -1 | -2 | 1 | 1.2
Cc1cc(C)cc(OCC(=O)Nc2nc3ccc([N+](=O)[O-])cc3s2)c1 | -40 | x | 3 | -6 | 4 | -5 | -7 | 1 | 1
COc1ccnc(Oc2ccc(F)cc2)c1C(=O)N/C=N/OCc1c(Cl)cccc1Cl | -10 | x | 7 | -1 | -11 | 0 | 3 | -14 | 1.5
O=C(CN1CCC(O)(c2ccc3c(c2)OCO3)CC1)OC1CCCCC1 | 7 | 1.1 | 3 | -1 | 9 | 3 | 0 | -9 | 1.2
C=CCn1c2ccccc2c2nnc(SCC(=O)Nc3c(C)n(C)n(-c4ccccc4)c3=O)nc21 | -8 | x | -3 | -1 | -14 | -6 | -3 | 4 | 1
O=C(O)c1ccc(CSc2nnnn2C2CCCCC2)cc1 | -5 | 1.2 | 0 | 0 | -4 | 2 | -3 | -32 | 1.3
Cc1ccc(C)c(NC(=O)CSc2ncnc3nc[nH]c23)c1 | -17 | x | 2 | -5 | -6 | 0 | 1 | 29 | 1.1

Fetched by structure from the list above (2):
SMILES | Plk1 PBD FP | MT1-MMP txn act | Rev-RRE block | S1P2 agonist | S1P2 antag | FAK blocker | EphB4 ephrin blk | PLK1 kinase inh | PLAP activator
O=C(O)c1ccccc1S(=O)(=O)NCC(O)COC1CCCCC1 (stereo unspecified) | -2 | 1.1 | 1 | -5 | -16 | -1 | -2 | 1 | 1.2
COc1ccc(C(=O)/C=C(/C)N(C)C)cc1 | -3 | x | 3 | 15 | 6 | 0 | 4 | -9 | 0.8

Later entries:
SMILES | Plk1 PBD FP | MT1-MMP txn act | Rev-RRE block | S1P2 agonist | S1P2 antag | FAK blocker | EphB4 ephrin blk | PLK1 kinase inh | PLAP activator
CCOc1cccc(NC(=O)C2CCCN(S(=O)(=O)c3ccc(-n4cnnn4)cc3)C2)c1 (stereo unspecified) | -13 | 1.3 | -1 | -7 | 23 | -3 | 0 | -13 | 0.9
O=C1CC(=C2c3ccccc3-c3ccccc32)C(=O)N1CCCCN1CCN(c2ccccc2)CC1 | -10 | 1.2 | 1 | 0 | -13 | 3 | 5 | -6 | x
O=C(N/N=C/c1cccs1)C1COc2ccccc2O1 (stereo unspecified) | -25 | 1 | 5 | -4 | -2 | 2 | 0 | -7 | 1.4
CCS(=O)(=O)NCCc1cc2cc(C)c(C)cc2[nH]c1=O | -13 | 1.1 | 6 | -4 | 18 | 3 | 3 | -9 | 0.9
Cc1cccc(C(=O)c2cnc3ccccc3c2-c2ccccc2)c1 | 12 | x | 17 | -4 | -13 | 3 | 0 | -9 | 1.3
C=CCn1c(CCNC(=O)c2cccs2)nnc1SCC(=O)c1ccc(Cl)cc1 | 1 | 1.1 | 2 | -4 | -34 | 1 | -5 | -12 | 1.7
COc1ccc(CCn2c(C)ccc2C)cc1OC | -17 | 1.1 | 13 | 3 | -27 | 1 | -2 | -14 | x
CC(C)C(=O)Nc1ccc(C(=O)NNC(=O)c2ccco2)cc1 | 19 | x | 7 | -3 | 10 | 2 | 6 | -9 | 1
Cc1nc2ccccc2c(=O)n1NCc1cc(Br)cs1 | 29 | 1 | 4 | -6 | 13 | 4 | 5 | -17 | 0.9
CCCCSc1nnc2n(CCc3ccccc3)c(=O)c3c4c(sc3n12)COC(C)(C)C4 | -11 | 1.2 | 16 | -3 | -15 | 4 | -6 | -11 | 1.3
Cc1ccc(OCc2nnc(SCC(=O)Nc3cccc4ccccc34)n2-c2ccccc2)cc1 | -25 | 1.2 | 8 | -6 | -8 | 3 | 2 | -14 | x
CCCOc1ccc(C(CC(=O)O)NC(=O)C23CC4CC(CC(C4)C2)C3)cc1 (stereo unspecified) | 7 | 1.1 | 1 | -10 | -14 | -2 | 3 | -8 | 1.6
COc1ccc(-c2cc(C(=O)N3CCCCC3)no2)cc1OC | -8 | 1.7 | 0 | -8 | 13 | -5 | -3 | -1 | 1.1
CN(Cc1ccccc1)c1nc2c(c(=O)[nH]c(=O)n2C)n1CCSc1ncccn1 | 4 | 1.1 | 6 | -9 | -24 | 1 | 5 | -5 | x
COc1ccc(CN=Cc2c(C(F)(F)F)[nH][nH]c2=O)cc1 | -11 | 1.3 | -2 | -1 | -7 | 3 | 0 | 2 | 1.1
COCCCN1C(=O)c2ccc(C(=O)O)cc2C1=O | -32 | 1.2 | 13 | -3 | -1 | -2 | 4 | -14 | 0.9
O=C(COC(=O)c1cccnc1Nc1cccc(C(F)(F)F)c1)NCc1ccc2c(c1)OCO2 | -11 | 1.1 | 14 | -9 | 5 | 4 | 1 | -8 | 1
Cc1ccc(OCc2n[nH]c(=S)n2C2CCCCC2)cc1 | 1 | 1.1 | -2 | -8 | -24 | 1 | 0 | 6 | 1.4
Cc1cc(-c2ccccc2)n(-c2ccc(C(=O)NC(C)C)cc2)n1 | 0 | x | -2 | -4 | 1 | -10 | -3 | -7 | 1.1
O=C1CC(c2nc3ccccc3[nH]2)CN1c1ccccc1 (stereo unspecified) | 5 | 1.1 | 0 | -3 | 8 | 2 | 0 | -8 | 1.1
COC(=O)c1c(NC(=O)CCCC(=O)O)sc2c1CCC2 | 11 | 2.1* | -2 | -7 | -27 | 0 | -1 | -42 | 1.2
CCOC(=O)CNC(=O)Cn1c(C)cc2ccccc2c1=O | 10 | 1.2 | 8 | -9 | 2 | 5 | 2 | -10 | 0.8
